Compound activity deposited in PubChem BioAssay by National Center for Advancing Translational Sciences (NCATS).
Abeta yeast res – compounds reversing amyloid beta toxicity in yeast. yeast expressing A-beta42, growth rescue, OD600, 48 h; response scale: 0% DMSO, 100% iron-clioquinol control. Potency, µM (top dose mostly 46.1 µM), for the others: at the top dose growth rescue, actives largely listed as activators. 410,000 compounds, 0.063% hits; note: potency is the fitted concentration of half-maximal effect; nearly all actives have a fitted effect of over 55% in size
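Yeast growth medium received pinned compounds, then yeast cells expressing toxic A-beta were added; plates incubated at 30 C for 48 hr. Growth read as absorbance at 600 nm, normalized to DMSO and equimolar FeCl3 plus clioquinol controls.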
EPAC1 ag – agonists of human EPAC1. O95398. EPAC1 agonist qHTS, biochemical assay; response scale: 100% = response to 6.5 mM cAMP. Potency, µM (series often up to 154 µM), inactives show at the top dose activation, hits mostly activators. 360,000 compounds, 0.073% hits. AID 720707; note: potency is the fitted concentration of half-maximal effect; nearly all actives have a fitted effect of over 60% in size
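Fluorescent GDP-exchange assay: 100 nM EPAC1 with 250 nM Rap1B preloaded with BODIPY-GDP and 50 uM GDP; compounds tested as concentration series, 5 min at room temperature, then read every 5 min for 30 min (ex 480/em 540 nm); normalized to 6.5 mM cAMP.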
WRN helicase inh – inhibitors of human WRN helicase | Q14191 | Potency, µM (highest dose often 114 µM), inactives show top-dose activity change, negative = inhibition, most hits filed as inhibitors | 360,000 compounds, 0.46% hits | WRN helicase unwinding, fluorescent forked duplex, kinetic; note: potency is the fitted concentration of half-maximal effect; % is set by controls: 0 for no effect and ±100 for the full control effect; nearly all actives have a fitted effect of over 55% in size
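Kinetic fluorescence helicase assay: unwinding of a quenched forked DNA duplex (100 nM final) with 2 mM ATP final raises red fluorescence (525/598 nm). Compounds sat 15 min at room temperature with 20 nM WRN beforehand.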
PLK1 PBD block – PLK1 (human) polo-box domain binding inhibition. Potency, µM, for inactives: max response, negative = inhibition, most hits filed as inhibitors. P53350. Plk1 PBD binding of FITC phosphopeptide, fluorescence polarization. 360,000 compounds, 2.8% hits; note: potency is the fitted concentration of half-maximal effect; series mostly up to about 57 µM; % is set by controls: 0 for no effect and ±100 for the full control effect; nearly all actives have a fitted effect of over 65% in size
FUS yeast rescue – rescues growth of FUS-expressing yeast. S. cerevisiae FUS-expressing, growth rescue, OD600, 24 h. Potency, µM (highest dose often 76.6 µM), inactives show top-dose growth rescue (activation), usual class: activators. 390,000 compounds, 0.24% hits. AID 1347120;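 note: potency is the fitted concentration of half-maximal effect; plate controls were DMSO vehicle for no effect and reference control for full effect; nearly all actives have a fitted effect of over 55% in size; some results filed as inactive show a strong effect at the top dose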
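Yeast expressing FUS under galactose induction, OD 0.005 in 2% galactose medium; compounds in a dilution series, 24 h at 30C. Growth rescue by absorbance at 600 nm; CP55940 positive control, DMSO negative.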
EPAC1 antag – EPAC1 (human) antagonism; EPAC1 GEF assay, Rap1b-BODIPY-GDP exchange fluorescence; 360,000 compounds, 0.14% hits; AID 720709; O95398; Potency, µM (highest dose often 115 µM), for the others: top-dose activity change, negative = inhibition, most hits filed as inhibitors;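 note: potency is the fitted concentration of half-maximal effect; plate controls were vehicle for no effect and positive control for full effect; nearly all actives have a fitted effect of over 50% in size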
PI5P4Ka inh – PI5P4K alpha (human) kinase inhibition; P48426; PI5P4Kalpha enzyme, ADP-Glo luminescence, 60 min; active compounds read low; max response, %; 330,000 compounds, 1.2% hits; active = max response of -50% or lower; inconclusive = between -30% and -50%; inactive = -30% or higher; note: value at the top dose of about 77 µM; % is set by controls: 0 for no effect and ±100 for the full control effect
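Reactions run in 0.038 M HEPES pH 7.4, 0.28 mM EGTA, 0.1% CHAPS and 5% DMSO, with PI5P4Kalpha, substrate, compound and 5 microM ATP final, one hour at room temperature. Readout is ADP-Glo luminescence.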
IL-2 act – activators of IL-2; IL-2 activation reporter assay, cell-based qHTS; stimulated with anti-CD3/CD4/CD28 beads; in transgenic mouse T cells; activation, % (series mostly up to about 46 µM); 360,000 compounds, 0.065% hits; in the data active = activation above about 50%; inconclusive = mostly about 30% to 49%; note: 0% is about no effect
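First, unstimulated transgenic mouse T cells were exposed to compound for 60 min. Next, anti-CD3/anti-CD4-coated beads with anti-CD28 were added. Finally, after 18 h at 37 degrees C, EGFP and DsRed were imaged.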
Starred values were filed as active, the others as inactive; ? = inconclusive; . = no result given; [ ] = dose if it differs, or a comment. Unless noted, calls come from the whole dose curve; as a rule, active = well fitted curve in the direction sought with a large enough effect; inconclusive = small, poorly fitted or top-dose-only effect, or another doubt; inactive = no such curve, though single readings can be large; an effect the other way counts as inactive or inconclusive.

SMILES	Abeta yeast res	EPAC1 ag	WRN helicase inh	PLK1 PBD block	FUS yeast rescue	EPAC1 antag	PI5P4Ka inh	IL-2 act
C#CCNC(=O)C1CCN(c2ccc(S(=O)(=O)N3CCOCC3)cc2Cl)CC1	3%	6%	-5%	-29%	10%	-15%	-2	-3.3
COc1cccc(N=Nc2c(=O)[nH]n3c(C)cc(C)nc23)c1	-15%	-1%	-20%	1%	10%	-1%	4	-0.6
O=c1[nH]c(N/N=C/c2ccc(O)cc2)nc2ccccc12	-7%	-5%	-17%	3%	.	5%	?	-4.8
Cc1cc(F)ccc1NCc1ccncc1	19%	-1%	-5%	0%	1%	-4%	.	-0.3
COC(=O)COc1ccc(S(=O)(=O)NCc2cccnc2)cc1	-17%	8%	-5%	-13%	-26%	3%	.	-2.4
CCNC(=S)/C(=C(/[O-])c1ccc([N+](=O)[O-])cc1)[n+]1ccccc1	14%	7%	6%	-15%	-10%	17%	-9	-1.2
Fc1ccc(NC(=S)NCCN2CCOCC2)c(F)c1F	-7%	-53%[inhibitor]	-2%	?	1%	-28%	-2	-0.3
COc1cccc(/C=C/c2nc(C#N)c(NCC(C)C)o2)c1	-3%	-5%	-2%	-19%	-6%	-28%	-2	-3.3
COc1ccc(/C(O)=C2/C(=O)C(=O)N(CCCN(C)C)C2c2ccc(Cl)cc2)cc1OC (stereo not drawn)	13%	0%	0%	-11%	.	-3%	0	-2.4
COc1ccc(-c2nc(C)sc2C)cc1	7%	4%	?	?	0%	-13%	-27	-1.8
CCOC(=O)[C@H]1[C@H]2COc3ccc(OC)cc3[C@@H]2N2C(=O)CN(Cc3ccc(F)cc3)C(=O)[C@@]12C	4%	3%	1%	-2%	28%	-3%	-4	-0.4
COc1ccc(OCC(=O)NNC(=O)Cn2c(=O)cnc3ccccc32)cc1	4%	1%	4%	8%	1%	2%	-3	2.0
COC(=O)[C@]1(C)CCC[C@@]2(C)C3CC[C@@]4(C)C[C@]3(CCC21)CC(=O)N4 (stereo partly drawn)	5%	-2%	1%	-8%	2%	-2%	1	0.7
Cc1ccccc1SCC(=O)OCC(=O)N1CC(=O)Nc2ccccc21	5%	6%	3%	-9%	13%	21%	8	0.2
CCOC(=O)C1(Cc2ccccc2C)CCCN(C(=O)CCn2nccc2C)C1 (stereo not drawn)	3%	-12%	2%	-9%	26%	-20%	3	1.4
Cc1ccc(F)cc1NC(=O)N1CCCN(C(=O)OC(C)(C)C)CC1	22%	-2%	-4%	-4%	5%	1%	4	-0.8
Cc1ccc(CNC(=O)C2CNc3cc(C)ccc3O2)cc1 (stereo not drawn)	-12%	2%	0%	-7%	29%	-3%	.	-0.8
CCN(C(=O)CSc1cccc[n+]1[O-])C1CCCCC1	1%	13%	-4%	-7%	-28%	0%	3	-0.1
COc1ccc(N2CC(=O)N(c3ccc(OC)c(OC)c3)CC2=O)cc1OC	-8%	14%	-3%	-4%	-28%	-3%	-6	-0.4
CC(C)C(NC(=O)c1ccc2c(c1)OCO2)C(=O)N/N=C/c1cccs1 (stereo not drawn)	6%	-8%	-14%	?	.	9%	-21	0.0
CC(=O)N1N=C(c2ccc(Cl)cc2)OC1(C)C	5%	-2%	5%	-1%	3%	-16%	1	-2.2
CCN(CC)CCOc1nnc(-c2ccc(C)cc2)c2ccccc12	-6%	10%	5%	-5%	-15%	4%	8	2.2
CCN(CC)C(=S)NC(=O)c1cc(OC)c(OC)c(OC)c1	6%	4%	-23%	5%	2%	-9%	-2	-0.4
COc1ccc(NC(=O)N2CCCC2C(=O)NCc2ccc(C)cc2)cc1 (stereo not drawn)	-8%	-10%	6%	-6%	25%	15%	-1	0.0
O=[N+]([O-])c1ccc(Nc2ccc(N3CCOCC3)cc2)c([N+](=O)[O-])c1	-16%	16%	-29%[57.1 µM]	-18%	15%	-5%	0	-2.9
COc1ccccc1S(=O)(=O)N(C)C[C@H]1OCc2cn(nn2)CCCC(=O)N([C@@H](C)CO)C[C@@H]1C	11%	-1%	5%	0%	-2%	2%	-2	-0.1
CC(=O)c1ccc(NC(=O)c2ccc(CSc3ccccc3)o2)cc1	3%	8%	4%	-11%	24%	8%	4	-0.1
N#Cc1cccc(NC(=O)c2cc(C3CCCCN3C(=O)c3ccccc3)on2)c1 (stereo not drawn)	-21%	-8%	-8%	-3%	28%	-18%	1	-0.8
COc1ccc(S(=O)(=O)N(CC(=O)O)c2ccc(C)cc2)cc1	9%	11%	-12%	-2%	21%	-5%	.	0.3
C=CCNC(=O)C(=O)NCCOc1ccccc1Cl	6%	3%	0%	-2%	-10%	0%	3	1.1

Continued; it opens with the six that closed the last part.
SMILES	Abeta yeast res	EPAC1 ag	WRN helicase inh	PLK1 PBD block	FUS yeast rescue	EPAC1 antag	PI5P4Ka inh	IL-2 act
O=[N+]([O-])c1ccc(Nc2ccc(N3CCOCC3)cc2)c([N+](=O)[O-])c1	-16%	16%	-29%[57.1 µM]	-18%	15%	-5%	0	-2.9
COc1ccccc1S(=O)(=O)N(C)C[C@H]1OCc2cn(nn2)CCCC(=O)N([C@@H](C)CO)C[C@@H]1C	11%	-1%	5%	0%	-2%	2%	-2	-0.1
CC(=O)c1ccc(NC(=O)c2ccc(CSc3ccccc3)o2)cc1	3%	8%	4%	-11%	24%	8%	4	-0.1
N#Cc1cccc(NC(=O)c2cc(C3CCCCN3C(=O)c3ccccc3)on2)c1 (stereo not drawn)	-21%	-8%	-8%	-3%	28%	-18%	1	-0.8
COc1ccc(S(=O)(=O)N(CC(=O)O)c2ccc(C)cc2)cc1	9%	11%	-12%	-2%	21%	-5%	.	0.3
C=CCNC(=O)C(=O)NCCOc1ccccc1Cl	6%	3%	0%	-2%	-10%	0%	3	1.1
COc1ccc(NC(=O)c2ccccc2)cc1	4%	1%	4%	-12%	-12%	15%	-2	0.1
Cc1cc2nc(-c3ccc(C#N)cc3)c(Cc3cccc(F)c3)n2c(C)c1Br	-2%	0%	-8%	-24%	17%	-8%	-1	0.6
COc1cc(C(=O)NNC(=O)CCOc2ccccc2C)cc(OC)c1OC	8%	-14%	-27%	-5%	2%	-11%	-5	-0.4
COc1ccc(N=C2S/C(=C\c3ccc(Cl)c([N+](=O)[O-])c3)C(=O)N2CCN(C)C)cc1	5%	1%	-11%	-13%	26%	2%	-16	-4.0
NC(=O)[C@@H]1CC2(CC(c3cccc(NC(=O)[C@@H]4CCC(=O)N4)c3)=NO2)CN1C(=O)Cc1ccc([N+](=O)[O-])cc1 (stereo partly drawn)	-20%	-8%	-2%	-17%	-10%	-4%	-4	0.5
O=C1c2cccc3c(N4CCCCC4)ccc(c23)C(=O)N1CCO	-25%	0%	-4%	14%	22%	-20%	-3	2.9
CCOC(=O)c1cc(-c2ccc(OC)cc2)nc2c1c(C)nn2CCC#N	10%	7%	-11%	-2%	?	-23%	9	1.0
COCCN(C(=O)Nc1ccccc1)c1ccccc1C	6%	8%	2%	-6%	-37%	-3%	-1	-1.4
CS(=O)(=O)N(CC(=O)Nc1ccccc1-c1ccccc1)c1ccc(F)cc1	-5%	2%	-6%	-10%	24%	-20%	13	-0.2
COc1ccc(OC)c(-c2c3c([nH]c(=S)c2C#N)CCCC3)c1	-9%	4%	-6%	27µM*	8%	-2%	-58*	0.1

An excerpt from above in order of their number in IL-2 act, ascending.
canonical_smiles	IL-2 act
COc1ccc(N=C2S/C(=C\c3ccc(Cl)c([N+](=O)[O-])c3)C(=O)N2CCN(C)C)cc1	-4.0
CS(=O)(=O)N(CC(=O)Nc1ccccc1-c1ccccc1)c1ccc(F)cc1	-0.2
COc1ccc(NC(=O)c2ccccc2)cc1	0.1
Cc1cc2nc(-c3ccc(C#N)cc3)c(Cc3cccc(F)c3)n2c(C)c1Br	0.6

More compounds follow.
SMILES	Abeta yeast res	EPAC1 ag	WRN helicase inh	PLK1 PBD block	FUS yeast rescue	EPAC1 antag	PI5P4Ka inh	IL-2 act
N#CCCn1cc(/C=C2\NC(=S)N(c3ccccc3)C2=O)c(-c2ccc(-c3ccccc3)cc2)n1	-19%	22%	0%	-14%	20%	8%	8	-0.5
O=C(N/N=C/c1cccc(C(F)(F)F)c1)c1ccccc1O	9%	-13%	-7%	6%	14%	-14%	2	2.5
Cn1c(SCC(=O)NCc2ccc3c(c2)OCO3)nnc1-c1cc2ccccc2cc1O	16%	9%	-9%	-5%	36%	-22%	-12	0.7
Cc1ccc([N+](=O)[O-])cc1N=Nc1c(C)[nH]n(C(N)=S)c1=O	3%	-11%	-8%	-21%	-11%	-9%	-1	1.1
NC(=O)[C@@H]1CCCN1Cc1nc(-c2ccccc2)no1	3%	4%	3%[57.1 µM]	2%	7%	-8%	1	0.0
Cc1cc(C)c(N2C(=NC(=O)CCCC(=O)O)SC3CS(=O)(=O)CC32)c(C)c1 (stereo not drawn)	16%	0%	7%	0%	23%	0%	.	0.9
COc1cccc(NC(=O)CSCc2n[nH]c(=O)[nH]2)c1	7%	-5%	1%	-6%	29%	-11%	.	-2.1
CC(/C=C/c1ccccc1)=N\Nc1nc2c(c(=O)[nH]c(=O)n2C)n1CCO	-92%[inhibitor]	15%	11%	-7%	-19%	-27%	7	2.6
COc1ccc(C(=O)C2CCCN(C(=O)/C=C/c3cnc[nH]3)C2)c(C)c1 (stereo not drawn)	-6%	-4%	-7%	1%	-2%	10%	3	-5.6
CC(C)c1ccc(CNC(=O)C2CCCN2S(=O)(=O)c2ccccc2)cc1 (stereo not drawn)	-15%	-5%	-2%	-12%	15%	5%	-9	0.5
CC(C)[C@H](NC(=O)N1CCn2c1nc1ccccc12)C(=O)NCc1ccccc1Cl	.	-12%	-1%	3%	?	-10%	13	-0.7
C=CCC(c1ccccc1F)N(CCN1CCOCC1)C(=O)Nc1cccc(Cl)c1 (stereo not drawn)	21%	16%	-12%	1%	-1%	-7%	10	-1.1

Profiles as entered above. Order of screens: Abeta yeast res, EPAC1 ag, WRN helicase inh, PLK1 PBD block, FUS yeast rescue, EPAC1 antag, PI5P4Ka inh, IL-2 act
`COC(=O)COc1ccc(S(=O)(=O)NCc2cccnc2)cc1` across the screens: -17%, 8%, -5%, -13%, -26%, 3%, ., -2.4
`COc1cccc(/C=C/c2nc(C#N)c(NCC(C)C)o2)c1` across the screens: -3%, -5%, -2%, -19%, -6%, -28%, -2, -3.3
